Compound activity as filed in PubChem BioAssay.
NFkB SMM = binders of human NF-kappa-B p105. P19838. AID 624139. Small molecule microarray, anti-His fluorescence binding. actives 1.3% (n = 17,000). calls only;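 active = spot fluorescence over background significantly raised, with a chance value under 7% in all four replicate spots of the compound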;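 note: probe protein is his-tagged human p50 processed subunit at 1 µg/ml; raw spot fluorescence signals with no normalization applied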
Target sequence (P19838 1-433 limits assumed): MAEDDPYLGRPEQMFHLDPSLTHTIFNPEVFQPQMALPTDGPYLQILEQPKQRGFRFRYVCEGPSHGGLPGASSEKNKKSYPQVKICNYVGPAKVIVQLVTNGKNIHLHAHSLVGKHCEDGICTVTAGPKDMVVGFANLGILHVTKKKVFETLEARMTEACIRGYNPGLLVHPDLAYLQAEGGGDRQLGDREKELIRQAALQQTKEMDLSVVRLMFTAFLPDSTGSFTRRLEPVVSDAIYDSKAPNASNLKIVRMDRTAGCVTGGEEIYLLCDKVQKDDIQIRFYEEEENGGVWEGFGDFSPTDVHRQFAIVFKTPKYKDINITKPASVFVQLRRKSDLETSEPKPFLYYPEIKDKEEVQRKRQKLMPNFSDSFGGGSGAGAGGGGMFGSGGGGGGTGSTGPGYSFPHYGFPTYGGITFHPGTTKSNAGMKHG
Calls only; i = inactive. An excerpt (hit frequency here may not be typical).

SMILES	NFkB SMM
CC(C)(C)c1ccc(S(=O)(=O)CCSc2nc3ccccc3o2)cc1	i
Cc1noc(C)c1S(=O)(=O)Nc1ccc2c(c1)C(=O)N([C@H](C)CO)C[C@H](C)[C@H](CN(C)C(=O)c1ccncc1)OCCCC[C@@H](C)O2	i
O=C(CCSc1nc2ccccc2s1)Nc1ccccc1Cl	i
O=C1c2ccccc2C(=O)N1C[C@@H]1CCCN(Cc2ccc(OCCO)cc2)C1	i
O=C(NC1CC1)C1=C[C@@H](c2coc3ccccc3c2=O)C[C@@H](OCCCCO)O1	i
C[C@H]1CN([C@@H](C)CO)C(=O)c2cc(N(C)C)ccc2O[C@H]1CN(C)Cc1ccc2c(c1)OCO2	i
CCc1cccc(C)c1NC(=O)CSc1nnc(C)n1-c1ccc(F)cc1	i
C[C@@H]1CN([C@H](C)CO)C(=O)c2cc(NC(=O)Nc3ccc4c(c3)OCO4)ccc2O[C@@H]1CN(C)S(=O)(=O)c1cccs1	i
C[C@H]1CN([C@@H](C)CO)C(=O)Cc2cc(NC(=O)c3ccncc3)ccc2O[C@@H]1CN(C)C(=O)Nc1ccc(F)cc1	i
Cc1noc(C)c1S(=O)(=O)Nc1ccc2c(c1)CC(=O)N([C@@H](C)CO)C[C@@H](C)[C@H](CN(C)C(=O)NC(C)C)O2	i
C[C@@H]1CN([C@H](C)CO)C(=O)c2cc(NC(=O)Nc3ccccc3)ccc2O[C@@H](C)CCCCO[C@@H]1CN(C)C(=O)C1CCCCC1	i
C[C@@H]1CCCCO[C@H](CN(C)Cc2ccccc2)[C@H](C)CN([C@H](C)CO)C(=O)c2cc(NS(=O)(=O)c3ccccc3)ccc2O1	i
CN(C)CCCN1C(=O)[C@@]2(Cc3ccccc31)c1ccccc1C(=O)N(C1CCCCC1)[C@H]2c1ccc(CO)cc1	i
O=[N+]([O-])c1ccc(O)c(Nc2ncnc3ccccc23)c1	i
c1ccc2cc(C3=NCCN3)ncc2c1	i
COc1ccc(/C=C/c2cc(O)cc(O[C@@H]3O[C@H](CO)[C@@H](O)[C@H](O)[C@H]3O)c2)cc1	i
C[C@H](CO)N1C[C@H](C)[C@@H](CN(C)C(=O)Nc2ccc3c(c2)OCO3)OCCCC[C@H](C)Oc2ccc(NS(C)(=O)=O)cc2C1=O	i
Cc1noc(C)c1NC(=O)Nc1cccc2c1O[C@H](CN(C)Cc1ccncc1)[C@@H](C)CN([C@H](C)CO)C2=O	i
CCCCCCCCCCCCCC(=O)N[C@H](C)[C@@H](O)c1ccccc1	i
C[C@H]1CN([C@@H](C)CO)C(=O)Cc2cc(NC(=O)Cn3cnnn3)ccc2O[C@H]1CN(C)S(=O)(=O)c1ccccc1	i
C[C@H](CO)N1C[C@H](C)[C@H](CN(C)C)Oc2ccc(NC(=O)NC3CCCCC3)cc2CC1=O	i
C[C@@H]1CN([C@@H](C)CO)C(=O)c2cccc(NC(=O)Nc3ccc(C(F)(F)F)cc3)c2O[C@H]1CN(C)C	i
Cc1noc(C)c1NC(=O)Nc1ccc2c(c1)C(=O)N([C@@H](C)CO)C[C@@H](C)[C@H](CN(C)C(=O)NC(C)C)OCCCC[C@H](C)O2	i
CC(C)NC(=O)N(C)C[C@H]1Oc2ccc(N(C)C)cc2CC(=O)N([C@@H](C)CO)C[C@H]1C	i
C[C@H]1CN([C@@H](C)CO)C(=O)Cc2cc(NS(=O)(=O)c3ccc(F)cc3)ccc2O[C@@H]1CN(C)Cc1ccc(-c2ccccc2)cc1	i

Entries listed so far containing a halogen (five):
SMILES	NFkB SMM
O=C(CCSc1nc2ccccc2s1)Nc1ccccc1Cl	i
CCc1cccc(C)c1NC(=O)CSc1nnc(C)n1-c1ccc(F)cc1	i
C[C@H]1CN([C@@H](C)CO)C(=O)Cc2cc(NC(=O)c3ccncc3)ccc2O[C@@H]1CN(C)C(=O)Nc1ccc(F)cc1	i
C[C@@H]1CN([C@@H](C)CO)C(=O)c2cccc(NC(=O)Nc3ccc(C(F)(F)F)cc3)c2O[C@H]1CN(C)C	i
C[C@H]1CN([C@@H](C)CO)C(=O)Cc2cc(NS(=O)(=O)c3ccc(F)cc3)ccc2O[C@@H]1CN(C)Cc1ccc(-c2ccccc2)cc1	i

Next entries follow.
SMILES	NFkB SMM
CC1OC(OC2C(OC(=O)C34CCC(C)(C)CC3C3=CCC5C6(C)CCC(OC7OC(CO)C(OC8OC(C(=O)O)C(OC9OCC(O)C(O)C9O)C(O)C8O)C(O)C7O)C(C)(CO)C6CCC5(C)C3(C)CC4)OC(COC3OCC(O)C(O)C3O)C(O)C2O)C(O)C(O)C1O (centres undefined)	i
C[C@@H]1CN([C@@H](C)CO)C(=O)c2cc(NC(=O)Nc3ccccc3)ccc2O[C@H]1CN(C)C(=O)NC1CCCCC1	i
COC(=O)N(C)C[C@@H]1OCc2cn(nn2)CCCC(=O)N([C@H](C)CO)C[C@H]1C	i
C[C@H]1CCCCO[C@@H](CN(C)C(=O)c2ccncc2)[C@@H](C)CN([C@@H](C)CO)C(=O)c2cc(N(C)C)ccc2O1	i
C[C@@H]1CN([C@H](C)CO)C(=O)c2cccc(NC(=O)c3ccncc3)c2O[C@@H]1CN(C)C(=O)Nc1ccc(C(F)(F)F)cc1	i
Cc1cc(C(=O)CSc2nnnn2-c2ccccc2)c(C)n1-c1cc(F)ccc1F	i
C[C@@H]1CCCCO[C@@H](CN(C)C)[C@@H](C)CN([C@@H](C)CO)C(=O)c2cc(NC(=O)Nc3ccc(F)cc3)ccc2O1	i
Cc1cc2c(=O)n(C)c(SCC(=O)c3cc4ccccc4o3)nc2s1	i
COc1cc(C2OC(c3cc(OC)c(OC)c(OC)c3)C(C)C2C)cc(OC)c1OC (centres undefined)	i
CC1(C)CC[C@]2(C(=O)O[C@@H]3O[C@H](CO)[C@@H](O)[C@H](O)[C@H]3O)CC[C@]3(C)C(=CCC4[C@@]5(C)CC[C@H](O[C@@H]6O[C@H](C(=O)O)[C@@H](O)[C@H](O)[C@H]6O)[C@@](C)(CO)C5CC[C@]43C)C2C1 (some centres undefined)	i
Cc1noc(C)c1S(=O)(=O)Nc1cccc2c1O[C@@H](CN(C)C(=O)Nc1ccc(F)cc1)[C@@H](C)CN([C@@H](C)CO)C2=O	i
C[C@@H]1CN([C@@H](C)CO)C(=O)c2cc(NC(=O)CCCN(C)C)ccc2O[C@@H](C)CCCCO[C@@H]1CN(C)C	i
C[C@@H]1CN([C@@H](C)CO)C(=O)c2cc(NC(=O)Nc3ccc(C(F)(F)F)cc3)ccc2O[C@@H](C)CCCCO[C@H]1CN(C)S(=O)(=O)c1ccc(Cl)cc1	i
CN(Cc1ccccc1)C(=O)C(Cc1ccc2ccccc2c1)NC(=O)C1CCCN1C(=O)Nc1ccccc1[N+](=O)[O-] (centres undefined)	i
COc1cc2c(cc1-c1coc3cc(O[C@@H]4O[C@H](CO)[C@@H](O)[C@H](O)[C@H]4O)ccc3c1=O)OCO2	i
C[C@H]1CCCCO[C@H](CN(C)C(=O)CCC(F)(F)F)[C@@H](C)CN([C@@H](C)CO)C(=O)c2cc(N(C)C)ccc2O1	i
C[C@H]1CN([C@@H](C)CO)C(=O)c2cccc(NC(=O)NC3CCCCC3)c2O[C@@H]1CN(C)Cc1ccc2c(c1)OCO2	i
COc1cc(OC)c(C(=O)/C=C/c2ccccc2)c(O)c1O	i
C[C@@H]1CN([C@H](C)CO)C(=O)CCCn2nncc2CO[C@@H]1CN(C)Cc1ccc(C(F)(F)F)cc1	i
Cc1noc(C)c1S(=O)(=O)N(C)C[C@@H]1Oc2c(cccc2N(C)C)C(=O)N([C@H](C)CO)C[C@H]1C	i
C[C@H]1CN([C@@H](C)CO)C(=O)Cc2cc(NS(C)(=O)=O)ccc2O[C@H]1CN(C)S(=O)(=O)c1cccs1	i
C[C@H]1CN([C@@H](C)CO)C(=O)c2cccc(NS(C)(=O)=O)c2O[C@H]1CN(C)Cc1ccccc1	i
CC(C)Cc1ccc(CN2CC[C@@H](NS(=O)(=O)c3ccccc3)C2)cc1	i
C[C@@H]1CN([C@H](C)CO)C(=O)c2cc(NC(=O)c3ccncc3)ccc2O[C@@H](C)CCCCO[C@H]1CN(C)C	i
CC(C)NC(=O)N(C)C[C@H]1OCc2cn(nn2)CCCC(=O)N([C@H](C)CO)C[C@H]1C	i
(listing goes on)
SMILES	NFkB SMM
C[C@@H]1CN([C@H](C)CO)C(=O)Cc2cc(NC(=O)Cc3cn(C)c4ccccc34)ccc2O[C@@H]1CN(C)C(=O)Nc1ccccc1	i
Cc1noc(C)c1NC(=O)N(C)C[C@@H]1Oc2c(NC(=O)C3CCOCC3)cccc2C(=O)N([C@H](C)CO)C[C@H]1C	i
CC(=O)O[C@@H]1CC[C@@]2(C)C(CC[C@]3(C)C2CC=C2C4CC(C)(C)CC[C@]4(C(=O)O)CC[C@]23C)C1(C)C (some centres undefined)	i
O=C/C=C/c1ccc(-c2ccccc2)cc1	i
Cc1c(NC(=O)Cn2ccc([N+](=O)[O-])n2)c(=O)n(-c2ccccc2)n1C	i
C[C@@H]1CN([C@H](C)CO)C(=O)c2cccc(NC(=O)C3CCOCC3)c2O[C@H]1CN(C)Cc1ccncc1	i
CCOC(=O)c1sc(N2C(=O)C(=O)C(C(=O)c3ccc(C)cc3)C2c2ccc(C)o2)nc1C (centres undefined)	i
COc1ccc(CN(C)C[C@H]2Oc3ccc(NC(=O)C4CC4)cc3CC(=O)N([C@@H](C)CO)C[C@@H]2C)cc1	i
COc1ccc(CN(C)C[C@@H]2Oc3c(NS(=O)(=O)c4c(C)noc4C)cccc3C(=O)N([C@H](C)CO)C[C@@H]2C)cc1	i
O=C1CC(N(Cc2ccco2)C(=O)Nc2ccc(F)cc2)C(=O)N1c1ccc(F)cc1 (centres undefined)	i
C[C@H](CO)N1C[C@H](C)[C@@H](CN(C)Cc2ccc(Cl)c(Cl)c2)Oc2ccc(NS(C)(=O)=O)cc2CC1=O	i
C[C@H]1CN([C@@H](C)CO)C(=O)Cc2cc(NC(=O)CCCN(C)C)ccc2O[C@H]1CN(C)S(=O)(=O)c1ccc(F)cc1	i
Cc1ccc(C(=O)N(CC(N)=O)CC(N)=O)cc1	i
C[C@@H]1CN([C@@H](C)CO)C(=O)CCCn2cc(nn2)CO[C@@H]1CN(C)Cc1ccccc1	i
COc1ccc(-c2nnc(SCc3csc(N)n3)n2C)cc1	i
Cc1noc(C)c1NC(=O)N(C)C[C@H]1Oc2c(NC(=O)c3cnccn3)cccc2C(=O)N([C@@H](C)CO)C[C@@H]1C	i
C[C@H](CO)N1C[C@H](C)[C@H](CN(C)Cc2ccncc2)Oc2ncc(Br)cc2C1=O	i
CN(C)c1nc(OCC(=O)Nc2ccc(Cl)cc2)nc(N(C)C)n1	i
O=C(C1=C[C@H](c2ccc(Br)cc2)C[C@H](OCCCCO)O1)N1CCN(Cc2ccc3c(c2)OCO3)CC1	i
Cc1noc(C)c1NC(=O)N(C)C[C@H]1Oc2c(NC(=O)Nc3ccc(C(F)(F)F)cc3)cccc2C(=O)N([C@H](C)CO)C[C@H]1C	i
Cc1noc(C)c1NC(=O)Nc1cccc2c1O[C@H](CN(C)Cc1ccc(C(=O)O)cc1)[C@H](C)CN([C@H](C)CO)C2=O	i
Cn1nnnc1SCCNC/C=C/c1ccccc1	i
Cc1ccc(CN2C(=O)N(c3ccccc3)C(=O)C2CC(=O)Nc2ccccc2)cc1 (centres undefined)	i
Cc1noc(C)c1NC(=O)Nc1cccc2c1O[C@@H](CN(C)C(=O)Nc1ccccc1)[C@H](C)CN([C@@H](C)CO)C2=O	i
CCCCCCCCC/C=C/CCCCC(=O)C1C(=O)CCC(O)C1=O (centres undefined)	i
(list continues)
SMILES	NFkB SMM
C[C@H](CO)N1C[C@H](C)[C@@H](CN(C)C(=O)NC2CCCCC2)Oc2ccc(N(C)C)cc2C1=O	i
COc1ccc(OC2OC(COC3OCC(O)C(O)C3O)C(O)C(O)C2O)cc1OC (centres undefined)	i
C[C@H](CO)N1C[C@H](C)[C@H](CN(C)Cc2ccc(C(F)(F)F)cc2)Oc2ccc(NS(=O)(=O)c3cn(C)cn3)cc2CC1=O	i
C[C@@H]1CN([C@H](C)CO)C(=O)Cc2cc(NC(=O)CCN3CCOCC3)ccc2O[C@@H]1CN(C)C(=O)Nc1ccc2c(c1)OCO2	i
Cc1cccc(NC(=O)CN(c2ccc3c(c2)OCCO3)S(C)(=O)=O)c1	i
O=C1CC(c2ccccc2)Oc2cc(O)cc(O)c21 (centres undefined)	i
C[C@@H]1CN([C@H](C)CO)C(=O)Cc2cc(NC(=O)Nc3ccc(F)cc3)ccc2O[C@@H]1CN(C)S(C)(=O)=O	i
COc1ccc(S(=O)(=O)Nc2ccc3c(c2)CC(=O)N([C@@H](C)CO)C[C@@H](C)[C@H](CN(C)C(=O)Nc2ccccc2)O3)cc1	i
C[C@@H]1CN([C@H](C)CO)C(=O)c2cccc(NC(=O)Nc3cccc4ccccc34)c2O[C@@H]1CN(C)S(=O)(=O)c1ccc(Cl)cc1	i
O=c1c(O)c(-c2ccc(O)cc2)oc2cc(OC3O[C@H](CO)[C@@H](O)[C@H](O)[C@H]3O)cc(O)c12 (some centres undefined)	i
COc1ccc(CN(C)C[C@H]2Oc3ccc(NC(=O)C4CC4)cc3C(=O)N([C@@H](C)CO)C[C@@H]2C)cc1	i
O=[N+]([O-])c1cccc(CN(CCO)Cc2ccccc2)c1	i
CC(C)NC(=O)Nc1ccc2c(c1)C(=O)N([C@H](C)CO)C[C@H](C)[C@H](CN(C)C(=O)Nc1ccccc1)OCCCC[C@H](C)O2	i

Compounds listed so far containing bromine (two):
SMILES	NFkB SMM
C[C@H](CO)N1C[C@H](C)[C@H](CN(C)Cc2ccncc2)Oc2ncc(Br)cc2C1=O	i
O=C(C1=C[C@H](c2ccc(Br)cc2)C[C@H](OCCCCO)O1)N1CCN(Cc2ccc3c(c2)OCO3)CC1	i
